Source: PubChem
KCNK3 block: human KCNK3 channel inhibition, primary screen; 340,000 compounds, 0.84% hits; CHO-KCNK3 thallium flux, FluxOR fluorescence; active compounds read low; O14649; B-score at 10 µM;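 active = B-score under library mean minus 4 SD, starting fluorescence ratio at most library mean plus 5 SD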;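 note: more negative B-score means stronger inhibition of thallium flux through KCNK3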
Target sequence (O14649 whole entry, looked up): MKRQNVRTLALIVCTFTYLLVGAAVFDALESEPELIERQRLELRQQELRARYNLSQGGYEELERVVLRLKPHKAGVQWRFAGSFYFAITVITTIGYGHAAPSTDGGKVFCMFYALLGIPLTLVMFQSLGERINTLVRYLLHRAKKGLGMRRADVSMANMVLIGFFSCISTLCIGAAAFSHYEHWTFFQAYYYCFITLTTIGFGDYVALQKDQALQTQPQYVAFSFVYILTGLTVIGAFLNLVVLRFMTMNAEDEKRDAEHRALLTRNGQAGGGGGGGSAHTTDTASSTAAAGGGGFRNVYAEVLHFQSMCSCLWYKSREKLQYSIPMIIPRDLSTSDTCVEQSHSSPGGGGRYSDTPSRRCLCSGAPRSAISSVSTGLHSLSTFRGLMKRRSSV
RGS4 inh: inhibitors of human RGS4 | P49798 | HEK293 M3R/RGS4 inducible, Fluo-4 calcium flux; active compounds read high; triggered by carbachol at its EC20 | B-score at 10 µM | 310,000 compounds, 0.45% hits;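 active = B-score, a plate-corrected calcium signal, over three deviations above library mean, with baseline fluorescence within five deviations of library mean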;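 note: RGS4 expression induced by doxycycline in cells with stable M3 receptor; B-score is computed from the integrated fluorescence ratio over baseline after carbachol; higher B-score means a larger calcium signal and so more RGS4 inhibition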
hERG protect: shields human hERG channel from block by proarrhythmic agents; Q12809; 310,000 compounds, 0.51% hits; AID 1511; CHO-hERG, FluxOR thallium flux, dofetilide IC70 present; activation (rescue from dofetilide block), less the hit threshold, % at 10 µM;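 active = activation above the mean of controls blocked by dofetilide plus 5 SD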;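 note: thallium influx through hERG after potassium depolarization seen as dye fluorescence rise; in these data hits start at about 4.7%; inactives centre near -7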
ANO1 activ: activates or potentiates the mouse TMEM16A chloride channel | HEK293 TMEM16A/YFP-H148Q/I152L, iodide quench fluorescence; active compounds read low | AID 623877 | B-score at 10 µM | 340,000 compounds, 0.3% hits | Q8BHY3;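 active = fluorescence-ratio B-score plate-corrected deviation score at least 3 library SD below zero, with starting fluorescence score within 5 deviations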;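 note: channel opened by trigger with iodide after compound preincubation; score built on the fluorescence ratio of max minus min over baseline; more negative score means more quench and so TMEM16A activation or potentiation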
TMEM16A inh: inhibitors of mouse TMEM16A calcium-activated chloride channel. Q8BHY3. HEK293 TMEM16A/YFP iodide influx fluorescence, ionomycin. normalized B-score (activity score, 25-100; higher = stronger inhibition) at 10 µM. 310,000 compounds, 1.2% hits. AID 588511;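 active = ratio plate-corrected score three or more library SD toward inhibition, starting fluorescence score within five deviations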;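 note: score derived from kinetic fluorescence span divided by baseline fluorescence per well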
KCNQ1 inh: blocks the human KCNQ1 potassium channel. CHO-K1 KCNQ1, FluxOR thallium flux fluorescence; active compounds read high. B-score at 10 µM. 310,000 compounds, 1.3% hits;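 active = compounds whose thallium flux B-score, printed positive for inhibition, exceeds three library SD while starting fluorescence stays within three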;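 note: channel opened by potassium depolarization with thallium stimulus after 20 min compound exposure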
KCNK9 inh: human KCNK9 channel inhibition; HEK293 KCNK9, FluxOR thallium flux fluorescence; active compounds read low; AID 488922; 310,000 compounds, 1.2% hits; Q9NPC2; B-score at 10 µM;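 active = ratio B-score over 3 SD below the library mean, with starting fluorescence within 5 SD of its mean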;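 note: negative B-score means less thallium flux so channel inhibition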
Target sequence (Q9NPC2 whole entry, looked up): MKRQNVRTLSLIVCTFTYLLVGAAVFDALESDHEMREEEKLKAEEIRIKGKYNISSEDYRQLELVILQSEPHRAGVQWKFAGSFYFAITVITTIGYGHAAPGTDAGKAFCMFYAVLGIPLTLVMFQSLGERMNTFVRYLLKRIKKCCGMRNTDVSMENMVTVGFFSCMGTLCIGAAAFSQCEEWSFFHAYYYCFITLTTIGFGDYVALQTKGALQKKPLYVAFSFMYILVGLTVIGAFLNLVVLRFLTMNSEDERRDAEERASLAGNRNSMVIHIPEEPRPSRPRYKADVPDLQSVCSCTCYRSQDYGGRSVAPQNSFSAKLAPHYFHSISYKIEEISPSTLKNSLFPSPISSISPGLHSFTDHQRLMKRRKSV
RGS4 pot: potentiators or activators of RGS4. B-score at 10 µM. HEK293 M3R/inducible RGS4, carbachol calcium flux Fluo4; active compounds read low. 310,000 compounds, 0.92% hits;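 active = B-score of the integrated calcium signal more than 4 SD below the library mean, with starting fluorescence not abnormally high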;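 note: negative B-score means reduced calcium response which marks RGS4 activation or potentiation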
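test system = HEK293 cells with stable M3R and inducible RGS4 | schedule = recording 10 s baseline at 1 Hz, 100 s post-agonist | technique = Fluo4-AM (2 µM) calcium-flux fluorescence, kinetic read | measure = Agonist-evoked peak-minus-minimum fluorescence over baseline, integrated ratio, B score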
MrgX1 ag: activates human MrgX1 receptor signaling; MrgX1-HEK293 cells, Fluo-4 calcium fluorescence, agonist mode; active compounds read high; AID 588627; Q96LB2; B-score at 10 µM; 310,000 compounds, 0.44% hits;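 active = calcium response B-score plate-corrected fluorescence ratio at least 3 library SD, with starting fluorescence B-score inside 5 SD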
Target sequence (Q96LB2 whole entry, looked up): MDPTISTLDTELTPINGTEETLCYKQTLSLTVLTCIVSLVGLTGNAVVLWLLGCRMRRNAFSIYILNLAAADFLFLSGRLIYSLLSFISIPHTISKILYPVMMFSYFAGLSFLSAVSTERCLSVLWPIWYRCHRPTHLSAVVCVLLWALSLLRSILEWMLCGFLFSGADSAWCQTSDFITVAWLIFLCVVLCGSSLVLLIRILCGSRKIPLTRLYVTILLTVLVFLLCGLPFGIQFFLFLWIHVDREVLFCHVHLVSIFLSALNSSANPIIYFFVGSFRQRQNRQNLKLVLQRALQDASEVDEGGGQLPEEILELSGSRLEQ
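System – MrgX1-expressing HEK293 cells · Incubation – cells plated overnight, dye loaded 0.5 h 37 °C, 0.5 h room temperature · Technique – kinetic Fluo-4 NW fluorescence of intracellular calcium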
KCNQ1 pot: human KCNQ1 channel potentiation or activation. AID 2648. 310,000 compounds, 0.35% hits. P51787. B-score at 10 µM. CHO-K1 KCNQ1, thallium flux FluxOR fluorescence; active compounds read high;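 active = fluorescence ratio B-score, a plate-corrected score, at least three library SD, with initial intensity B-score within 5 SD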
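Assay system: CHO-K1 cells stably expressing KCNQ1; Medium: assay buffer with matched DMSO; Also added: K+/Tl+ depolarizing stimulus; Dosing: single dose; Timing: dye 90 min, compound 20 min, room temperature; Measured by: kinetic FluxOR thallium fluorescence, 10-s 1-Hz baseline, 110-s post-stimulus read; Read-out: peak-minus-minimum fluorescence over initial fluorescence, negative-control normalized, B-scored.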
MrgX1 PAM: human MrgX1 positive allosteric modulation, primary screen; AID 588675; MrgX1-HEK293, Fluo-4 calcium flux, FDSS; active compounds read high; 310,000 compounds, 0.63% hits; B-score at 10 µM;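 active = plate-corrected calcium response at least 3 library SD above typical, normal starting fluorescence, not activating the receptor alone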;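 note: compound read alongside a low EC10 to EC30 dose of BAM8-22 agonist; peak minus trough fluorescence over baseline measured at the second addition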
* = called active by the depositor; i = inactive; x = not tested or not shown.

SMILES | KCNK3 block | RGS4 inh | hERG protect | ANO1 activ | TMEM16A inh | KCNQ1 inh | KCNK9 inh | RGS4 pot | MrgX1 ag | KCNQ1 pot | MrgX1 PAM
CN1C=C(C(F)(F)F)C=C/C1=C(\C#N)c1nnc2n1CCCCC2 | i | i | 3 | i | i | i | i | i | i | i | i
O=C(CCCc1nc(-c2ccccc2)no1)NC1CCCC1 | i | i | -4 | i | i | i | i | i | i | i | i
CCCCn1c(SC(C)C(=O)NCC2CCCO2)nc2cc(C(=O)OC)ccc2c1=O (stereo not drawn) | i | i | -12 | i | i | i | i | i | i | i | i
Cc1ccc(NS(=O)(=O)c2cccc(C(=O)NCC3CCCO3)c2)cc1 (stereo not drawn) | i | i | -11 | i | i | i | i | i | i | i | i
Cc1[nH]nc2c1C(c1ccc(OC(=O)c3ccco3)cc1)C(C#N)=C(N)O2 (stereo not drawn) | i | i | -8 | i | i | i | i | i | i | i | i
Cc1ccc(C2CC(C(F)(F)F)n3ncc(C(=O)NCc4ccco4)c3N2)cc1 (stereo not drawn) | i | i | -4 | i | i | i | i | i | i | i | i
CC(C)CCN(CCC(C)C)CC(O)Cn1c2ccccc2c(=O)c2ccccc21 (stereo not drawn) | i | i | -5 | i | i | i | -8.1* | i | i | i | i
CN(C)c1cccc(-c2nnc(SCCCC#N)o2)c1 | i | i | -9 | i | i | i | i | i | i | i | i
COc1ccc(-n2c(C)cc(/C=C3\SC(=S)NC3=O)c2C)cc1 | i | i | -7 | i | i | i | i | i | i | i | i
CCc1ccc(NC(=O)NCCCN2CCCC2=O)cc1 | i | i | 0 | i | i | i | i | i | i | i | i
CCc1cccc(C)c1NC(=O)CSc1nc2ccc(N3C(=O)c4ccccc4C3=O)cc2s1 | i | i | -3 | i | i | i | i | i | i | i | i
C=CCOc1c2ccc(C(=O)NCc3ccc(C)cc3)cc2nn1C | i | i | -8 | i | i | i | i | i | i | i | i
CCOC(=O)c1c(C(C)(C)C)oc2ccc(OCC#N)cc12 | i | i | -7 | i | i | 6* | i | -8.8* | i | i | i
CCCCNC(=S)N(C)/N=C/c1c(F)c(F)c(F)c(F)c1F | i | i | -7 | i | i | i | i | i | i | i | i
O=C(NCc1ccccn1)c1cc(-n2cnnc2)ccc1Cl | i | i | -7 | i | i | i | i | i | i | i | i
CCn1cc(CCC(=O)NCc2cccc(OC)c2OC)c2ccccc21 | i | i | 6.4* | i | i | i | i | i | i | i | i
COC(C[C@@H](O)CC(=O)[C@H](C)OCc1ccccc1)OC | i | i | -3 | i | x | i | i | i | x | i | x
Cc1ccccc1-n1c(Cn2c(=O)sc3ccccc32)nnc1SCC(=O)N1CCCC1 | i | i | -8 | i | i | i | i | i | i | i | i
O=C(COc1ccc(Br)cc1)NNC(=S)NCc1ccccc1 | i | i | -5 | i | i | i | i | i | i | i | i
O=C(C/C(=N\NC(=O)c1ccccc1Br)C(F)(F)F)c1cccs1 | i | i | -6 | i | i | i | i | i | i | i | i
O=C(NCCc1ccccc1)Nc1ccc(Cl)cc1 | i | i | -6 | i | i | i | i | i | i | i | i
COc1c(F)c(F)c(C(=O)Nc2ccc(NC(=O)c3ccco3)cc2)c(F)c1F | i | x | x | i | i | x | x | x | i | x | i
COc1ccc(C(=O)NC2CCSc3ccccc32)cc1S(=O)(=O)N1CCOCC1 (stereo not drawn) | i | i | -15 | i | i | i | i | i | i | i | i
CC1(C)CC(NC(=O)c2cc(Cl)ccc2Cl)CC(C)(C)N1 | i | i | -7 | i | i | i | i | i | i | i | i

Reformatted as a markdown table: 3 of the compounds above
| molecule | KCNK3 block | RGS4 inh | hERG protect | ANO1 activ | TMEM16A inh | KCNQ1 inh | KCNK9 inh | RGS4 pot | MrgX1 ag | KCNQ1 pot | MrgX1 PAM |
| --- | --- | --- | --- | --- | --- | --- | --- | --- | --- | --- | --- |
| O=C(C/C(=N\NC(=O)c1ccccc1Br)C(F)(F)F)c1cccs1 | i | i | -6 | i | i | i | i | i | i | i | i |
| O=C(NCCc1ccccc1)Nc1ccc(Cl)cc1 | i | i | -6 | i | i | i | i | i | i | i | i |
| COc1c(F)c(F)c(C(=O)Nc2ccc(NC(=O)c3ccco3)cc2)c(F)c1F | i | x | x | i | i | x | x | x | i | x | i |

Continuation.
SMILES | KCNK3 block | RGS4 inh | hERG protect | ANO1 activ | TMEM16A inh | KCNQ1 inh | KCNK9 inh | RGS4 pot | MrgX1 ag | KCNQ1 pot | MrgX1 PAM
O=c1oc2c(CN3CCCCC3)c(O)ccc2c2c1CCCCC2 | i | x | x | i | i | x | x | x | i | x | i
Cc1cccc(N2CCN(S(=O)(=O)c3ccc(-c4cc(C)no4)s3)CC2C)c1 (stereo not drawn) | i | i | -1 | i | i | i | i | i | i | i | i
Cc1ccc(COc2ccc(/C=N/NC(=O)CN3CCCCC3)cc2)cc1 | i | i | -16 | i | i | i | i | i | i | i | i
C=CCOc1cccc(C2c3c(oc4ccc(F)cc4c3=O)C(=O)N2CCCN2CCOCC2)c1 (stereo not drawn) | i | i | -9 | i | i | i | i | i | i | i | i
COc1ccc(NC(=O)C2CCN(S(=O)(=O)c3ccc4c(c3)CC(C)N4C(C)=O)CC2)cc1OC (stereo not drawn) | i | i | -5 | i | i | i | i | i | i | i | i
Cc1cc(C(=O)OCC(=O)N2CCC(c3ccccc3)=N2)ccc1[N+](=O)[O-] | i | i | -10 | i | i | i | i | i | i | i | i
O=C(N[C@H](CO)Cc1ccccc1)c1ccco1 | i | i | 0 | i | i | i | i | i | i | i | i
CC(C)N1CCc2c(sc(NC(=O)CN3C(=O)c4ccccc4C3=O)c2C(N)=O)C1 | i | i | -20 | i | i | i | i | i | i | i | i
COc1ccc([N+](=O)[O-])cc1N(CC(=O)NCCSc1ccccc1)S(C)(=O)=O | i | i | -3 | i | i | i | i | i | i | i | i
Cc1ccccc1NC(=S)N(Cc1ccco1)C(C)c1ccccn1 (stereo not drawn) | i | i | -9 | i | i | i | i | i | i | i | i
COCCNS(=O)(=O)c1cc(OC)ccc1OC | i | i | -16 | i | i | i | i | i | i | i | i
Cc1nc(Nc2ccc(Cl)cc2)c(C#N)c(=O)[nH]1 | i | i | -6 | i | i | i | i | i | i | i | i
COC(=O)C(C)n1nnc2sc(-c3ccccc3)cc2c1=O (stereo not drawn) | i | i | -12 | i | i | i | i | i | i | i | i
COc1ccc(-c2noc(CN(C)C(=O)c3ccoc3C)n2)cc1 | i | i | -4 | i | i | i | i | i | i | i | i
Cc1cc(NC(=O)CCC(=O)N(c2ccccc2)C2(C(=O)NC3CCCCC3)CCCC2)no1 | i | i | -2 | i | i | i | i | i | i | i | i
CCOC(=O)Cc1cnc(NC(=O)c2ccccc2)s1 | i | i | -7 | i | i | i | i | i | i | i | i
Cc1ccc(S(=O)(=O)Nc2cccc(C(=O)NCC3(N4CCCCC4)CCCCC3)c2)cc1F | i | i | -17 | i | i | i | i | i | i | i | i
COCC(C)NC(=O)c1cc2cccc([N+](=O)[O-])c2[nH]1 (stereo not drawn) | i | i | -9 | i | i | i | i | i | i | i | i
CCC(C)(C)NC(=O)C(c1ccncc1)N(Cc1cccs1)C(=O)Cn1nnc2ccccc21 (stereo not drawn) | i | i | -7 | i | i | i | i | i | i | i | i
CC1(c2ccccc2)CC(C)(C)N(C(N)=O)c2ccccc21 (stereo not drawn) | i | i | -6 | i | i | i | i | i | i | i | i
CC(C)C(=O)N1CCN(c2ccccc2NC(=O)COc2ccc(C3CCCCC3)cc2)CC1 | i | i | -5 | i | i | i | i | i | i | i | i
Cc1ccc(S(=O)(=O)N2CC(C)N(S(C)(=O)=O)C2)cc1 (stereo not drawn) | i | i | -8 | i | i | i | i | i | i | i | i
O=C(NC1CCCCC1)c1cc(Cl)ccc1[N+](=O)[O-] | i | i | -7 | i | i | i | i | i | i | i | i
c1ccc2c(CN3CCCCC3)csc2c1 | i | i | -6 | i | i | i | i | i | i | i | i
Cc1ccc(CNc2ncnc3cc(Cl)ccc23)o1 | i | i | -6 | i | i | i | i | i | i | i | i
Cc1ccc(S(=O)(=O)N(CC(=O)Nc2cccc([N+](=O)[O-])c2)Cc2ccc(Cl)cc2)cc1 | i | i | -6 | i | i | i | i | i | i | i | i
CCCN(CC#CC(O)(c1ccccc1)c1cccnc1)CCC (stereo not drawn) | i | i | -18 | i | i | i | i | i | i | i | i
CCN(CC)CCNc1nc(-c2ccco2)c2c(c1C#N)CC(C)(C)OC2 | i | i | -14 | i | i | i | i | i | i | i | i
Cc1ccc(CNC(=O)c2nc3nc(C)cc(C)n3n2)cc1 | i | i | -8 | i | i | i | i | i | i | i | i
COc1ccc(C)cc1NC(=O)CCCN1C(=O)C2CC=CCC2C1=O (stereo not drawn) | i | i | -14 | i | i | i | i | i | i | i | i
O=C(NNC(=O)c1ccccc1F)c1cccc(Cl)c1 | i | i | -8 | i | i | i | i | i | i | i | i
O=S(=O)(c1ccccc1F)N1CCc2ccccc2C1 | i | i | -6 | i | i | i | i | i | i | i | i
Cc1cc(C)cc(NC(=O)c2cnn(-c3ccccc3)c2C2CCNCC2)c1 | i | i | -8 | i | i | i | i | i | i | i | i
O=C(Nc1nnc(-c2ccco2)o1)c1ccc(N2C(=O)CCC2=O)cc1 | i | i | -9 | i | i | i | i | i | i | i | i
CC(C)n1nc(C(=O)Nc2ccccc2N2CCOCC2)c2ccccc2c1=O | i | i | -3 | i | i | i | i | i | i | i | i
CN(C)CC1CCCCC1OC(=O)c1ccc(Cl)cc1 (stereo not drawn) | i | i | -10 | i | i | i | i | i | i | i | i
CCNc1nc(Cl)nc(N(NC(C)=O)C(C)C)n1 | i | i | -7 | i | i | i | i | i | i | i | i
Cc1ccccc1C(=O)Nc1nnc(-c2ccco2)s1 | i | i | 0 | i | i | i | i | i | i | i | i
O=C(OCc1nnc(-c2ccccc2)o1)c1cc(=O)[nH]c2ccccc12 | i | i | -13 | i | i | i | i | i | i | i | i
CSc1nc(C(=O)N2CCCC(N3CCN(c4ccccc4C)CC3)C2)cs1 (stereo not drawn) | i | i | -14 | i | i | i | i | i | i | i | i

Compounds were not picked by outcome, and some 6.3% of all compounds hit somewhere here.
